Assay outcomes as filed in PubChem BioAssay.
ANO1 activ: TMEM16A chloride channel activators or potentiators, primary screen, cell-based, HTS | Anoctamin-1 (Mus musculus), Q8BHY3 | HEK293 TMEM16A/YFP-H148Q/I152L, iodide quench fluorescence; active compounds read low | B-score at 10 µM | 0.3% of 340,000 active;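 active = fluorescence-ratio B-score plate-corrected deviation score at least 3 library SD below zero, with starting fluorescence score within 5 deviations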;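 note: channel opened by trigger with iodide after compound preincubation; score built on the fluorescence ratio of max minus min over baseline; more negative score means more quench and so TMEM16A activation or potentiation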
MrgX1 antag: antagonists of human MrgX1 receptor, primary screen, HEK293 cells, Fluo-4 calcium flux; Mas-related G-protein coupled receptor member X1 (Homo sapiens), Q96LB2; BAM8-22 antagonism; active compounds read low; B-score at 10 µM; 1.3% of 310,000 active;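 active = calcium-response B-score plate-corrected more than 3 library SD below zero, starting fluorescence within 5 deviations, no agonist response on first addition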;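 note: peak minus trough fluorescence over baseline after final BAM8-22 challenge near maximal dose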
SKKanGAS inh: S. pyogenes SKKanGAS growth inhibitors in kanamycin, primary screen, streptokinase expression inhibitor project, SKKanGAS strain, BacTiter-Glo luminescence | AID 1662, 2009 | 6 h | 1.3% of 300,000 active | inhibition, % at 7.5 µM;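 active = mean replicate score, as percent of positive control median, at least 50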;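 note: strain carries kanamycin resistance gene driven by streptokinase promoter and grows in 40 µg/ml kanamycin; loss of luminescence reflects streptokinase promoter inhibition or plain growth inhibition; 0% = median of DMSO wells and 100% = positive control at its reference dose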
TRPC4 inh: inhibitors of mouse TRPC4 channel, primary screen, Fluo4 calcium, HEK293 TRPC4beta/mu-opioid cells; Short transient receptor potential channel 4 (Mus musculus), Q9QUQ5; DAMGO-evoked Fluo4 calcium flux; active compounds read low; B-score at 10 µM; 0.39% of 300,000 active;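 active = B-score over 3 SD under the library average, no early fluorescence shift, positive overall ratio signal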
Target sequence (Q9QUQ5 whole entry, looked up): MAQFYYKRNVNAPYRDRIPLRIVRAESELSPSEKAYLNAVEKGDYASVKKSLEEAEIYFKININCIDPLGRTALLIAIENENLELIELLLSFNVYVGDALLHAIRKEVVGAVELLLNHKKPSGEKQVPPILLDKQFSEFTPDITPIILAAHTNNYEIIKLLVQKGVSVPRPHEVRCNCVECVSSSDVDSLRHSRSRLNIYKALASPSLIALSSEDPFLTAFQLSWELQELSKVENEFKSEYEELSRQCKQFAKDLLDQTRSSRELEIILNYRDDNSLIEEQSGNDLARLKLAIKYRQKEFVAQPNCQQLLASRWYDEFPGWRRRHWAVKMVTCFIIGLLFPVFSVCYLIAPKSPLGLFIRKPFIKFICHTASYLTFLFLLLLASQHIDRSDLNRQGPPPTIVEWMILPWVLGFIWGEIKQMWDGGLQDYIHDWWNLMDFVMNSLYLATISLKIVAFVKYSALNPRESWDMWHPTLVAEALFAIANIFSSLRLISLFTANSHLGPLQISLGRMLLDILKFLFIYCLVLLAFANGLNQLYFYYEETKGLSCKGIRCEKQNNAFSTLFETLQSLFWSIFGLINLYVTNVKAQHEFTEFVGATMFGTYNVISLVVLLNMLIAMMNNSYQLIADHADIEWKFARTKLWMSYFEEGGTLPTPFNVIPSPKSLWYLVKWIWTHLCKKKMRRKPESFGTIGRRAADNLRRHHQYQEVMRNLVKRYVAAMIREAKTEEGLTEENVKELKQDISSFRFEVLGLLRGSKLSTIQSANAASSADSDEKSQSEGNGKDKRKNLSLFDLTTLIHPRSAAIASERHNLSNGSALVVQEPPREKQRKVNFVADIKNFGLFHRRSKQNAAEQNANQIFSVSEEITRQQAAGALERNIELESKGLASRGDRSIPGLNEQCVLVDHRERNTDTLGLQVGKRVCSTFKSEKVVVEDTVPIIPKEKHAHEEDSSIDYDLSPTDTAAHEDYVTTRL
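Assay system: TRPC4beta/mu-opioid receptor HEK293 cell line; compound dosing: single concentration per test compound; detection: Fluo4 Ca2+ flux fluorescence; evaluation: per-well B score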
MrgX1 ag: agonists of human MrgX1 receptor, primary screen, HEK293 cells, Fluo-4 calcium flux; Mas-related G-protein coupled receptor member X1 (Homo sapiens), Q96LB2; Fluo-4 calcium fluorescence, agonist mode; active compounds read high; B-score at 10 µM; 0.44% of 310,000 active;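 active = calcium response B-score plate-corrected fluorescence ratio at least 3 library SD, with starting fluorescence B-score inside 5 SD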
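Test system: HEK293 cells stably expressing human MrgX1 receptor; amount: 15,000 cells per well; doses: compound delivered in addition one of three; times: overnight plating before 1 h dye loading; detection: Fluo-4 NW calcium-flux fluorescence, kinetic read; read-out basis: B-scored fluorescence response ratio; controls: positive and negative controls per plate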
TRPC4 agonist: activators of mouse TRPC4 channel, primary screen, Fluo4 calcium, HEK293 TRPC4beta/mu-opioid cells; Short transient receptor potential channel 4 (Mus musculus), Q9QUQ5; Fluo4 calcium fluorescence; active compounds read high; B-score at 10 µM; 0.49% of 310,000 active; AID 2237, 2010;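 active = B-score above 5 SD of library B-scores, and initial fluorescence ratio not above library mean plus 5 SD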;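 note: positive B-score marks a calcium rise read as TRPC4 activation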
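Technique: kinetic Fluo4 calcium fluorescence; Test system: TRPC4beta and mu-opioid receptor HEK293 stable cells; Measure: B-scored integrated calcium fluorescence ratio; Benchmarks: low control buffer alone, high control maximal DAMGO; Schedule: 45 min room-temperature Fluo4 loading, 110 s read.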
TRPC6 inhibitor: mouse TRPC6 channel inhibitors, primary screen, cell-based, HEK293, membrane potential dye | B-score at 10 µM | ACh-evoked depolarization; active compounds read low | AID 2553, 2010 | 1.1% of 310,000 active | Short transient receptor potential channel 6 (Mus musculus), Q61143;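 active = B-score under library mean minus 3 SD, initial fluorescence not abnormally high, positive integrated signal ratio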;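 note: B-score derived from integrated fluorescence ratio over the kinetic read; more negative B-score means stronger inhibition of depolarization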
MrgX1 allo act: positive allosteric modulators of MrgX1, primary screen, HEK293 cells, Fluo-4 calcium flux | B-score at 10 µM | AID 588675, 2011 | FDSS; active compounds read high | 0.63% of 310,000 active | Mas-related G-protein coupled receptor member X1 (Homo sapiens), Q96LB2;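 active = plate-corrected calcium response at least 3 library SD above typical, normal starting fluorescence, not activating the receptor alone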;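 note: compound read alongside a low EC10 to EC30 dose of BAM8-22 agonist; peak minus trough fluorescence over baseline measured at the second addition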
ANO1 block: TMEM16A chloride channel inhibitors, primary screen, cell-based, HTS. AID 588511, 2011. normalized B-score (activity score, 25-100; higher = stronger inhibition) at 10 µM. HEK293 TMEM16A/YFP iodide influx fluorescence, ionomycin. Anoctamin-1 (Mus musculus), Q8BHY3. 1.2% of 310,000 active;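 active = ratio plate-corrected score three or more library SD toward inhibition, starting fluorescence score within five deviations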;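 note: score derived from kinetic fluorescence span divided by baseline fluorescence per well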
TRPC6 act: mouse TRPC6 channel activators, primary screen, cell-based, HEK293, membrane potential dye; 0.13% of 310,000 active; B-score at 10 µM; HEK293-TRPC6 membrane potential dye fluorescence; active compounds read high;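 active = B-score of the integrated fluorescence ratio above library mean plus 3 SD, and starting fluorescence ratio within library mean plus 5 SD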;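 note: higher score means more depolarization so channel activation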
TRPC4 potent: positive allosteric modulators of TRPC4, primary screen, cell-based, mouse TRPC4beta, HEK293 mu-opioid, Fluo-4 calcium; B-score at 10 µM; 0.42% of 310,000 active; Short transient receptor potential channel 4 (Mus musculus), Q9QUQ5; DAMGO EC20, Fluo-4 Ca2+ flux; active compounds read high;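 active = B-score of calcium response area above 5 SD of library B-scores, with initial fluorescence ratio within 5 SD of library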;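 note: B-score of integrated fluorescence ratio over time as area under calcium response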
Active calls of the source: *; i = inactive; . = not tested or not shown. An unsorted share of the library; overall some 6.7% were active at least once.

SMILES | ANO1 activ | MrgX1 antag | SKKanGAS inh | TRPC4 inh | MrgX1 ag | TRPC4 agonist | TRPC6 inhibitor | MrgX1 allo act | ANO1 block | TRPC6 act | TRPC4 potent
CCOCCCn1c(SCc2ccccc2)nnc1-c1ccncc1 | i | i | -6 | i | i | i | i | i | i | i | i
CN1CCSc2ccc(C(=O)NCc3cccc(F)c3)cc21 | i | i | -1 | i | i | i | i | i | i | i | i
Cc1cc(NC(=O)CNC(=O)C2CCCCC2)no1 | i | -5.3* | . | . | i | . | . | i | i | . | .
O=C(CCC(=O)OCc1ccc(C(=O)Oc2ccccc2)cc1)Nc1cccc2ccccc12 | i | i | 6 | i | i | i | i | i | i | i | i
Cc1ccc(NC(=O)[C@@H](CC(C)C)NC(=O)[C@@H]2Cc3ccccc3CN2)cc1 | i | i | -2 | i | i | i | -5.1* | i | i | i | i
COc1cccc(NC(=O)C2CCCCC2)c1 | i | i | 7 | i | i | i | i | i | i | i | i
CCCN(CCC)CCNC(=O)C1CC(=O)N(c2ccc(OC)cc2)C1c1ccc(OC)cc1 (configuration not stated) | i | i | 9 | i | i | 43* | i | i | i | i | i
COc1ccc(CNC(=O)COC(=O)CCOc2ccc(C)cc2)cc1OC | i | i | -7 | i | i | i | i | i | i | i | i
COC(=O)c1ccc(NC(=O)CN(c2ccc(C)cc2)S(=O)(=O)c2c(C)n[nH]c2C)cc1 | i | i | 3 | i | i | i | i | i | i | i | i
Cc1cccc(N(C(=O)Cn2nnc3ccccc32)C(C(=O)NCc2ccco2)c2ccncc2)c1 (configuration not stated) | i | i | 0 | i | i | i | i | i | i | i | i
COCCn1c(CN2CC(C)CC(C)C2)nc2c1c(=O)n(C)c(=O)n2C (configuration not stated) | i | i | 0 | i | i | i | i | i | i | i | i
O=C1c2ccccc2C(O)N1CCN1CCOCC1 (configuration not stated) | i | i | -2 | i | i | i | i | i | i | i | i
COc1ccc(N2CCN(C(=O)CN(c3ccc(OC)cc3)S(=O)(=O)c3ccccc3)CC2)cc1 | i | i | 20 | i | i | i | i | i | i | i | i
CC(C)NC(=O)c1ccc(N(Cc2ccccc2)S(C)(=O)=O)cc1 | i | i | -4 | i | i | i | i | i | i | i | i
C[C@@H](C(=O)N1CCNCC1)n1cc(CCCN=C(N)N)nn1 | i | i | 2 | i | i | i | i | i | i | i | i
COc1ccccc1C(=O)C1CCCN(C(=O)c2cc(CC(C)C)nc(C)n2)C1 (configuration not stated) | i | i | -1 | i | i | i | i | i | i | i | i
Cc1cc(NC(=O)c2ccc3c(c2)OCO3)ccc1NC(=O)c1ccco1 | i | i | 14 | i | i | i | i | i | i | i | i
CC(=O)Nc1cccc(C(=O)Nc2ccc(S(=O)(=O)N3CCCCC3)cc2)c1 | i | i | -5 | i | i | i | i | i | i | i | i
CCC1S/C(=N\S(=O)(=O)c2cccs2)N(C2CCCCC2)C1=O (configuration not stated) | i | i | 1 | i | i | i | i | i | i | i | i
C=CCn1c(COc2ccccc2F)nnc1SCC(=O)N1CC(=O)Nc2ccccc21 | i | i | 8 | i | i | i | i | i | i | i | i
O=C(NC(=S)Nc1ccc2[nH]c(=O)[nH]c2c1)c1cccc(F)c1 | i | i | -7 | i | i | i | i | i | i | i | i
CCCCCCN1CC(=O)N2[C@@H](Cc3c([nH]c4ccccc34)C2(C)C)C1=O | i | i | 7 | i | i | i | i | i | i | i | i
Cc1ccc(CS(=O)Cc2ccc(C(=O)NCc3ccccc3Br)o2)cc1 (configuration not stated) | i | i | -10 | i | i | i | i | i | i | i | i
COc1ccc2c(c1)C(C)(CCN)C(=O)N2C (configuration not stated) | i | i | 0 | i | i | i | i | i | i | i | i
Cc1sc2ncnc(OCC(=O)NC(C)C(C)C)c2c1C (configuration not stated) | i | i | 0 | i | i | i | i | i | i | i | i
Cc1ccc(S(=O)(=O)Nc2ccc(Cl)cc2C(=O)c2ccc(F)cc2)cc1 | i | i | 25 | i | i | i | i | i | i | i | i
CC(C)CC(C(=O)NC(C)(C)C)N(CC1CCCO1)C(=O)c1snc(C(N)=O)c1N (configuration not stated) | i | i | 6 | i | i | i | i | i | i | i | i
COc1ccc(N(C(=O)CSCC(=O)Nc2cc(C)on2)C(C(=O)NC2CCCCC2)c2ccc(O)c(O)c2)cc1 (configuration not stated) | i | i | 10 | i | i | i | i | i | i | i | i
COc1ccc(CCNC(=O)C(=O)Nc2ccc3c(c2)OCCO3)cc1OC | i | i | -31 | i | i | i | i | i | i | i | i
CCCCCN(C(=O)CCC(=O)OCC(=O)Nc1ccc(C)cc1F)c1c(N)n(CCCC)c(=O)[nH]c1=O | i | i | 6 | i | i | i | i | i | i | i | i
CCCc1cc(-n2ccnc2)n2c(nc3ccccc32)c1C#N | i | i | -7 | i | i | i | i | i | i | i | i
CCN1CCN(c2nc3c(c(=O)n(C)c(=O)n3C)n2CCSc2ncccn2)CC1 | i | i | -6 | i | i | i | i | i | i | i | i
N=C(N)SCc1ccccn1 | i | i | -7 | i | i | i | i | i | i | i | 38*
CC(CNC(=O)CCS(=O)(=O)c1cc2c(cc1Cl)NC(=O)CO2)c1ccccc1 (configuration not stated) | i | i | -1 | i | i | i | i | i | i | i | i
CCc1ccccc1NC(=O)C1CCN(c2cnccn2)CC1 | i | i | 2 | i | i | i | i | i | i | i | i
O=C(Nc1ccc(N2CCCCC2)cc1)c1cccnc1 | i | i | -1 | . | i | i | i | i | i | i | i
CCN(CC)CCNC(=O)c1ccc(NC(=O)CC(NC(=O)c2ccccc2Cl)c2ccccc2)cc1 (configuration not stated) | i | i | -1 | i | i | i | i | i | i | i | i
C=CCn1c(SCc2ccc(F)cc2)nc2c1c(=O)[nH]c(=O)n2C | i | i | -1 | i | i | i | i | i | i | i | i
O=S(=O)(c1ccccc1)N1CCCc2ccccc21 | . | i | 3 | i | i | i | i | i | i | i | i
COc1ccc(/C(O)=C2\C(=O)C(=O)N(CCN(C)C)C2c2cccc(OC)c2OC)cc1Cl (configuration not stated) | i | i | -1 | i | i | i | i | i | i | i | i
Cc1cccc(CN2CCN(CC(C)C)C(CCO)C2)n1 (configuration not stated) | i | i | -1 | i | i | i | i | i | i | i | i
O=C(NCCCCCCNC(=O)c1ccncc1)c1ccncc1 | i | i | -5 | i | i | i | i | i | i | i | i
Cn1c2ccc(F)cc2c2ncn(Cc3ccco3)c(=O)c21 | i | i | 2 | i | i | i | i | i | i | i | i
Cc1ccc(NC(=O)C2CCCN(S(=O)(=O)c3c(C)noc3C)C2)c(Br)c1 (configuration not stated) | i | i | 6 | i | i | i | i | i | i | i | i
Cc1cc(C(=O)NC2CCCCC2)on1 | i | i | 5 | i | i | i | i | i | i | i | i
O=C1C2CCCN2C(c2cccs2)N1c1ccc(F)cc1 (configuration not stated) | i | i | -21 | i | i | i | i | i | i | i | i
CCOc1cc(NC(=S)NCCCN2CCOCC2)c(OCC)cc1NC(=O)c1cccc(F)c1 | i | i | . | i | i | i | i | i | i | i | i
O=C(CN(CC1CCCO1)C(=O)c1nsc(Cl)c1Cl)NC1CCCC1 (configuration not stated) | i | i | 6 | i | i | i | i | i | i | i | i
CCCCn1c(N)c(N(CC(C)C)C(=O)c2ccc(-c3ccc(C(C)=O)cc3)o2)c(=O)[nH]c1=O | i | i | -13 | i | i | i | i | i | i | i | i
CNC(=O)CCCc1nc(-c2ccccc2Cl)no1 | i | i | 0 | i | i | i | i | i | i | i | i

(further entries)
SMILES | ANO1 activ | MrgX1 antag | SKKanGAS inh | TRPC4 inh | MrgX1 ag | TRPC4 agonist | TRPC6 inhibitor | MrgX1 allo act | ANO1 block | TRPC6 act | TRPC4 potent
Cc1ccc2c(c1)N(C(=O)CCC(=O)Nc1ccccc1Br)CC(C)O2 (configuration not stated) | i | i | -2 | -9* | i | i | i | i | i | i | i
CCOc1ccc(NC(=O)CN(C)C(=O)c2cc(S(=O)(=O)N3CCCCC3)ccc2C)cc1OCC | i | i | -13 | i | i | i | i | i | i | i | i
O=C(NCc1cccnc1)c1ccc(COc2ccc(Cl)cc2)cc1 | i | i | -6 | i | i | i | i | i | i | i | i
Cc1cc(=O)oc2cc(O[C@@H]3O[C@H](CO)[C@H](O)[C@H](O)[C@H]3O)ccc12 | i | i | 6 | i | i | i | i | i | i | i | i
C(=N\N1CCN(Cc2ccccc2)CC1)/c1ccc(-c2ccccc2)cc1 | i | i | -6 | i | i | i | i | i | i | i | i
COc1ccc(CCNS(=O)(=O)c2csc(C(N)=O)c2)cc1OC | i | i | 3 | i | i | i | i | i | i | i | i
Cc1cc(-c2sccc2C)nc(-n2cccc2)n1 | i | i | 6 | -6* | i | i | i | i | i | i | i
CN1CCN(CC(=O)c2cc(C(C)(C)C)c(O)c(C(C)(C)C)c2)CC1 | i | i | 2 | i | i | i | i | i | i | i | i
Cc1ccc(S(=O)(=O)/N=C2\CN(C)C(=O)N2C)cc1 | i | i | 1 | i | i | i | i | i | i | i | i
O=C(Nc1nc2cc3c(cc2s1)OCO3)C1=COCCO1 | i | i | 16 | i | i | i | i | i | i | i | i
COc1ccc(S(=O)(=O)Nc2cc(C(=O)NCCCN3CCOCC3)ccc2N2CCOCC2)cc1 | i | i | 12 | i | i | i | i | i | i | i | i
